ASM inhibitor: human S-ASM enzyme inhibition; P17405; placental ASM, HMU-PC fluorogenic substrate, 60 min; Potency, µM (highest dose often 57.5 µM), inactives show at the top dose activity change, negative = inhibition, most hits filed as inhibitors; hit rate 0.006% among 340,000; note: potency is the fitted concentration of half-maximal effect
Target sequence (P17405 47-631 limits assumed): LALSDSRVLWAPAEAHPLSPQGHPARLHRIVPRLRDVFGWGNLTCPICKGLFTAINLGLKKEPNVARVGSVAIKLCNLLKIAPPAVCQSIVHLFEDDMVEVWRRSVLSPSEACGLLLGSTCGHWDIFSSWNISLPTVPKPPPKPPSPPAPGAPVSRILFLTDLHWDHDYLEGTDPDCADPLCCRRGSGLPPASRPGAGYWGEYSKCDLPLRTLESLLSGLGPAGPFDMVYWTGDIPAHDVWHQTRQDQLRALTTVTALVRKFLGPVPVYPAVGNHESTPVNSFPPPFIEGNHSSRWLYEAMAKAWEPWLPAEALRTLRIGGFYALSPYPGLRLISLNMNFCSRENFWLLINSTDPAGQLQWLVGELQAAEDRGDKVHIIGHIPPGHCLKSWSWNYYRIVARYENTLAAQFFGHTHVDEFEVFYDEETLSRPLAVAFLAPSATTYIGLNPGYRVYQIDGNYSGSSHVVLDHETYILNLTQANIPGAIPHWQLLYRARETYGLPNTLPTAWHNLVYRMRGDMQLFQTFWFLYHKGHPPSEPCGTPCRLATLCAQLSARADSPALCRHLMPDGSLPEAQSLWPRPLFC
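Human placenta-derived ASM preincubated with compound 10 min at room temperature, then reacted with 9 uM (final) fluorogenic HMU-PC substrate for 60 min at 37 C. Stop solution raises pH to 10; fluorescence read at Ex 386/Em 447 nm.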
TCR activator: activators of T cell receptors | primary human leukocytes, anti-CD3, IL-2 HTRF, 48 h | Potency, µM (highest dose often 9.22 µM), for the others: top-dose activation of IL-2 secretion, hits mostly activators | 330,000 tested, under 10 active; note: % of control where 0% means no effect
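48 hr co-incubation of compounds, a-CD3 beads and primary human leukocytes; IL-2 quantified homogeneously by HTRF with anti-IL-2 K and d2 conjugates.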
TSG101-PTAP inh: blocks PTAP/TSG101 interaction to inhibit HIV-1 budding. Q99816. Fluorescence polarization, FITC-PTAP peptide / Tsg101 binding. Potency, µM (highest dose often 115 µM), for the others: at the top dose activity change, negative = inhibition, hits mostly inhibitors. 340,000 tested, under 10 active. AID 493005; active = well fitted inhibition curve with a large enough effect in the main read-out, with a control signal flat, not every such curve was filed as active; inconclusive = small, poorly fitted or top-dose-only effect, or effect the other way, or a change in a side signal; inactive = no such curve, though single readings can be large or run the other way; note: potency is the fitted concentration of half-maximal effect; % of control where 0% means no effect
Target sequence (Q99816 whole entry, looked up): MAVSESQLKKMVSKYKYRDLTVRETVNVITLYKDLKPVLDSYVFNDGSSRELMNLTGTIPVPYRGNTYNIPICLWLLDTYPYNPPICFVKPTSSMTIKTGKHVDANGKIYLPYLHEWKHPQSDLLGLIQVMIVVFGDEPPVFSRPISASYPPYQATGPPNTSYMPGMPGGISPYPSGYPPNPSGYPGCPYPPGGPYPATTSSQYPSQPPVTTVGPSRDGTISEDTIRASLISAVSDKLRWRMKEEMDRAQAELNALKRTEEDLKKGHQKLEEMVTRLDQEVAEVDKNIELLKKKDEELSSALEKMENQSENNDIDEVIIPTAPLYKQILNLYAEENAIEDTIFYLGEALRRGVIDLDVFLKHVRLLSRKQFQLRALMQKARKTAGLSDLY
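Steps: Tsg101 binding domain dispensed (10 uM final), compounds pinned in DMSO, FITC-labeled PTAP-motif peptide added (50 nM final); after 20 min binding at room temperature, polarization measured.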
Integrin act MD: activators of alpha7 integrin expression for muscular dystrophy | alpha7betagal myoblasts, beta-gal FDG fluorescence, 48 h | hit rate 0.064% among 350,000 | Potency, µM (titrated, usually from 38.3 µM), without a hit: at the top dose activation, actives largely listed as activators;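 note: potency is the fitted concentration of half-maximal effect; 100% = response of the positive control SU9516; nearly all actives have a fitted effect of over 60% in size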
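Alpha7betagal+/- myoblasts (passage 13) were plated 16-24 hr, then exposed to compounds (1:260 dilution of DMSO stock) for 48 hours at 37C. After MPER lysis, β-galactosidase reporter activity was read as FDG fluorescence (ex 480/em 540) after 30 minutes.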
* marks the source's active call; other numbers are inactive results; [ ] = dose if it differs, or a comment. Unless noted, calls come from the whole dose curve; as a rule, active = well fitted curve in the direction sought with a large enough effect; inconclusive = small, poorly fitted or top-dose-only effect, or another doubt; inactive = no such curve, though single readings can be large; an effect the other way counts as inactive or inconclusive. Not all compounds are listed, so the mix of outcomes need not match the whole.

`C=C(C)[C@@H]1CC=C(CO)CC1` gave ASM inhibitor -4%, TCR activator -12% and TSG101-PTAP inh 0%.
For CN[C@H]1CCc2cc(OC)c(OC)c(OC)c2-c2ccc(OC)c(=O)cc21 the results were ASM inhibitor 1%, TCR activator -2% and TSG101-PTAP inh 1%.
`CN(C)Cc1ccc(-c2nc3cccc4c3n2CCNC4=O)cc1` gave ASM inhibitor 0%, TCR activator 9% and TSG101-PTAP inh -6%.
`CCCCC(=O)OC1CCC2C3CCc4cc(O)ccc4C3CCC12C` (stereo not drawn) gave ASM inhibitor -27%, TCR activator -5% and TSG101-PTAP inh inconclusive.
`Cc1onc(-c2ccccc2)c1C(=O)N[C@@H]1C(=O)N2C1SC(C)(C)[C@@H]2C(=O)O` (stereo partly drawn) gave ASM inhibitor -4%, TCR activator -3% and TSG101-PTAP inh -2%.
For CC1(C)c2[nH]c3ccccc3c2C[C@@H]2C(=O)N(c3ccc(F)cc3F)C(=O)N21 the results were ASM inhibitor 16%, TCR activator 6% and TSG101-PTAP inh 0%.
Screening C=C1CC[C@@H]2[C@](C)(CO)[C@H](O)CC[C@@]2(C)[C@@H]1C/C=C1/C(=O)OCC1O (stereo partly drawn) returned ASM inhibitor 2%, TCR activator 2% and TSG101-PTAP inh 1%.
N#CCCn1nc(Cc2cccc3ccccc23)c(C#N)c1N was read as ASM inhibitor 3%, TCR activator 0% and TSG101-PTAP inh 2%.
For N[C@@H](Cc1cnc[nH]1)C(=O)Nc1ccc2ccccc2c1 the results were ASM inhibitor 5%, TCR activator 5% and TSG101-PTAP inh 0%.
Screening CSCCC(NC=O)C(=O)NC(C)C(=O)O (stereo not drawn) returned ASM inhibitor 0%, TCR activator 5% and TSG101-PTAP inh -4%.
Screening COc1ccccc1NC(=O)CS(=O)(=O)c1cn(CC(=O)N(C(C)C)C(C)C)c2ccccc12 returned TCR activator 5%, TSG101-PTAP inh 0% and Integrin act MD 4%.
`COc1ccc(C(CNC(=O)CNC(=O)c2cccc(C)c2)N2CCCCC2)cc1` (stereo not drawn) gave TCR activator 2%, TSG101-PTAP inh 0% and Integrin act MD -4%.
Screening CC(=O)c1ccc(OCC(=O)NCCC2=CCCCC2)cc1 returned TCR activator 4%, TSG101-PTAP inh -3% and Integrin act MD 19%.
O=C(CCNC(=O)c1ccco1)NNC(=O)c1ccc(Br)cc1 was read as TCR activator -1%, TSG101-PTAP inh -5% and Integrin act MD 34%.
Screening CCOC(=O)C1CCN(C(=O)COC(=O)CNS(=O)(=O)c2ccc(SC)c([N+](=O)[O-])c2)CC1 returned TCR activator -1%, TSG101-PTAP inh -6% and Integrin act MD 0%.
Cc1cc(Br)ccc1NC(=O)CN(C)C(=O)C1CCN(c2ncnc3sc(C)c(C)c23)CC1 was read as TCR activator 7%, TSG101-PTAP inh -2% and Integrin act MD -13%.
For CN(CC(=O)Nc1cccc(F)c1)C(=O)c1cn(-c2ccccc2)nc1-c1cccs1 the results were TCR activator 4%, TSG101-PTAP inh 5% and Integrin act MD 2%.
Screening COc1ccccc1NS(=O)(=O)c1cccc(C(=O)NCC2(N3CCCCC3)CCCCC2)c1 returned TCR activator 13%, TSG101-PTAP inh -1% and Integrin act MD -31%[inhibitor].
`CCN(CC)C(=O)Cn1cc(S(=O)(=O)CC(=O)NCc2ccc(C)cc2)c2ccccc21` gave TCR activator 0%, TSG101-PTAP inh 0% and Integrin act MD -27%.
COc1cc(-c2nnc(COC(=O)c3cccn3C)o2)cc(OC)c1OC was read as TCR activator 10%, TSG101-PTAP inh -2% and Integrin act MD 18%.
`O=C(NCCc1nnc2ccc(N3CCCC3)nn12)c1ccccc1` gave TCR activator 1%, TSG101-PTAP inh 1% and Integrin act MD 28%.
`COc1ccc(OC(C)C(=O)NCC2CCCO2)cc1` (stereo not drawn) gave TCR activator -3%, TSG101-PTAP inh -2% and Integrin act MD 16%.
For CCCCN(C(=O)CSCC(=O)Nc1ccc(OC)cc1)c1c(N)n(CC(C)C)c(=O)[nH]c1=O the results were TCR activator 1%, TSG101-PTAP inh -2% and Integrin act MD -1%.
Screening C#CCN(Cc1ccco1)C(=O)c1ccc(OC2CCN(Cc3ccccn3)CC2)cc1 returned TCR activator -1%, TSG101-PTAP inh -2% and Integrin act MD -21%.
COc1ccc(-n2c(N)cc(=O)nc2SCC(=O)NC2CCCCC2)cc1 was read as ASM inhibitor 5%, TSG101-PTAP inh -2% and Integrin act MD 11%.
For Cc1nc(SCC(=O)Nc2c(C)n(C)n(-c3ccccc3)c2=O)[nH]c(=O)c1C the results were ASM inhibitor 4%, TSG101-PTAP inh -6% and Integrin act MD -13%.
For Fc1ccccc1/C=N/Nc1cc(N2CCCCC2)ncn1 the results were ASM inhibitor -8%, TSG101-PTAP inh -6% and Integrin act MD -26%.
CCOc1ccccc1C(=O)OCC(=O)Nc1cccc(S(=O)(=O)NC2=NCCCCC2)c1 was read as ASM inhibitor -1%, TSG101-PTAP inh -7% and Integrin act MD inconclusive.
CCN(C(=O)CSc1nnc(-c2ccccc2Cl)n1N)c1c(N)n(Cc2ccccc2)c(=O)[nH]c1=O was read as ASM inhibitor -1%, TSG101-PTAP inh -2% and Integrin act MD -1%.
`Cc1ccc(S(=O)(=O)N2CCN(C(=O)CN3CCN(c4ccc(O)cc4)CC3)CC2)cc1` gave ASM inhibitor -2%, TSG101-PTAP inh -4% and Integrin act MD 0%.
Screening CCCCN(CCCC)S(=O)(=O)c1ccc(N2CCCC2=O)c([N+](=O)[O-])c1 returned ASM inhibitor -4%, TSG101-PTAP inh -6% and Integrin act MD -26%.
For CC(=O)NC1CC2CCCC(C1)N2C(=O)Nc1ccccc1C (stereo not drawn) the results were ASM inhibitor -3%, TSG101-PTAP inh 0% and Integrin act MD 23%.
`O=C(c1ccc(F)cc1)C1CCN(C(=O)c2ccc(Cl)cc2)CC1` gave ASM inhibitor 0%, TSG101-PTAP inh 0% and Integrin act MD 8%.
COc1ccc(CNc2nc3nc(C)c(Cl)c(C)n3n2)cc1OC was read as ASM inhibitor -1%, TSG101-PTAP inh -4% and Integrin act MD -13%.
Screening COC(=O)Oc1c(Br)c(=O)oc2ccccc12 returned ASM inhibitor 0%, TSG101-PTAP inh -3% and Integrin act MD -9%.
COc1c(F)c(F)c(-c2csc(N)n2)c(F)c1F was read as ASM inhibitor 2%, TSG101-PTAP inh -1% and Integrin act MD -13%.
CCOC(=O)/C=C1\NC2(CCCCC2)Cc2cc(OC)c(OC)cc21 was read as ASM inhibitor 5%, TSG101-PTAP inh -7% and Integrin act MD 17%.
Screening O=C(CN1C(=O)c2ccccc2S1(=O)=O)c1ccc(Cl)cc1Cl returned ASM inhibitor 0%, TSG101-PTAP inh 0% and Integrin act MD 23%.
Cc1cccc[n+]1CC(=O)c1ccc(Cl)cc1 was read as ASM inhibitor -1%, TSG101-PTAP inh 0% and Integrin act MD 17%.
Screening COc1ccccc1NS(=O)(=O)c1ccc(C)c(C(=O)Nc2ccc(S(=O)(=O)Nc3onc(C)c3C)cc2)c1 returned ASM inhibitor 9%, TSG101-PTAP inh -3% and Integrin act MD -17%.

Quoted from the entries so far, nine compounds:
For CC(=O)NC1CC2CCCC(C1)N2C(=O)Nc1ccccc1C (stereo not drawn) the results were ASM inhibitor -3%, TSG101-PTAP inh 0% and Integrin act MD 23%.
`O=C(c1ccc(F)cc1)C1CCN(C(=O)c2ccc(Cl)cc2)CC1` gave ASM inhibitor 0%, TSG101-PTAP inh 0% and Integrin act MD 8%.
COc1ccc(CNc2nc3nc(C)c(Cl)c(C)n3n2)cc1OC was read as ASM inhibitor -1%, TSG101-PTAP inh -4% and Integrin act MD -13%.
Screening COC(=O)Oc1c(Br)c(=O)oc2ccccc12 returned ASM inhibitor 0%, TSG101-PTAP inh -3% and Integrin act MD -9%.
COc1c(F)c(F)c(-c2csc(N)n2)c(F)c1F was read as ASM inhibitor 2%, TSG101-PTAP inh -1% and Integrin act MD -13%.
CCOC(=O)/C=C1\NC2(CCCCC2)Cc2cc(OC)c(OC)cc21 was read as ASM inhibitor 5%, TSG101-PTAP inh -7% and Integrin act MD 17%.
Screening O=C(CN1C(=O)c2ccccc2S1(=O)=O)c1ccc(Cl)cc1Cl returned ASM inhibitor 0%, TSG101-PTAP inh 0% and Integrin act MD 23%.
Cc1cccc[n+]1CC(=O)c1ccc(Cl)cc1 was read as ASM inhibitor -1%, TSG101-PTAP inh 0% and Integrin act MD 17%.
Screening COc1ccccc1NS(=O)(=O)c1ccc(C)c(C(=O)Nc2ccc(S(=O)(=O)Nc3onc(C)c3C)cc2)c1 returned ASM inhibitor 9%, TSG101-PTAP inh -3% and Integrin act MD -17%.

Next section
Screening COc1nc(-c2ccccc2)ccc1-c1noc(-c2cccs2)n1 returned ASM inhibitor 24%, TSG101-PTAP inh 9% and Integrin act MD 8%.
For Cc1cc(NC(=O)CSc2nc3c(c(=O)n2-c2ccc(Cl)cc2)SCC3)no1 the results were ASM inhibitor 0%, TSG101-PTAP inh -6% and Integrin act MD 17%.
`CCc1cc(-c2ccc3c(c2)COc2c4ccccc4nn2-3)on1` gave ASM inhibitor 13%, TCR activator -2% and Integrin act MD -15%.
For Cc1ccc2c(c1)C1C=CCC1C(C(=O)NCCCN1CCOCC1)N2 (stereo not drawn) the results were ASM inhibitor -13%, TCR activator 0% and Integrin act MD 12%.
`Cc1cc2sc3ccc(C#CC4(O)CCCCC4)cc3c(=O)c2cc1C` gave ASM inhibitor 86%[activator], TCR activator 2% and Integrin act MD 22%.
For O=C(NCc1ccccc1)C1Nc2ccc(OC(F)(F)F)cc2C2C=CCC12 (stereo not drawn) the results were ASM inhibitor -3%, TCR activator -1% and Integrin act MD 5%.
C=CCN(CC(=O)c1sc(C(=O)OCC)nc1C)c1cccc(Br)c1 was read as ASM inhibitor -18%, TCR activator 4% and Integrin act MD 4%.
For OCC[C@@H]1C[C@H](O)[C@@H](O)[C@@]2(CCCO2)O1 the results were ASM inhibitor 0%, TCR activator -3% and Integrin act MD -19%.
Screening COc1ccc(-c2ccc3oc(-c4ccc(OC)cc4)c(C#CC4(O)CCCCC4)c3c2)cc1 returned ASM inhibitor 11%, TCR activator 7% and Integrin act MD 20%.
Screening OCCCn1c(CCNc2nc(-c3ccc(Cl)cc3)cs2)nc2cc(C(F)(F)F)ccc21 returned ASM inhibitor -9%, TCR activator 5% and Integrin act MD -5%.
Screening O=C1C[C@@H]2c3c(cccc3CN1Cc1ccccc1Br)C[C@@H](O)[C@H]2O returned ASM inhibitor 8%, TCR activator 7% and Integrin act MD -3%.
Screening O=C(c1ccc(Cl)cc1)N1CCC(=O)N(C(CO)Cc2ccccc2)CC1 (stereo not drawn) returned ASM inhibitor 0%, TCR activator 0% and Integrin act MD 1%.
For OCC[C@@H]1C[C@H](O)[C@@H](O)[C@@]2(CCCCO2)O1 the results were ASM inhibitor 2%, TCR activator 4% and Integrin act MD -2%.
`O=C(Nc1ccc(Cl)c(C(F)(F)F)c1)[C@@H]1CC=C[C@@H]2CCN(C3CCCCC3)C(=O)[C@@H]21` gave ASM inhibitor 3%, TCR activator 6% and Integrin act MD 37%.
O=C(NCc1ccccc1)C1=C[C@@H](c2ccc(C(F)(F)F)cc2)C[C@@H](OCCCCO)O1 was read as ASM inhibitor -15%, TCR activator -5% and Integrin act MD 3%.
`CCCCN1CC[C@H]2C=CC[C@@H](C(=O)Nc3ccc(Cl)c(C(F)(F)F)c3)[C@H]2C1=O` gave ASM inhibitor -5%, TCR activator 2% and Integrin act MD 23%.
Screening CC(Nc1nc(-c2ccc(F)cc2)cs1)c1nc2cc(C(F)(F)F)ccc2n1CCOCCO (stereo not drawn) returned ASM inhibitor 2%, TCR activator 1% and Integrin act MD 0%.
For O=C1CC2(CCCC2)Oc2ccccc21 the results were ASM inhibitor 6%, TCR activator -1% and Integrin act MD 27%.

Bioassay records as filed in PubChem BioAssay.
